KCNQ1 act = potentiators or activators of KCNQ1 channel, primary screen, cell-based, thallium flux, high-throughput | Potassium voltage-gated channel subfamily KQT member 1 (Homo sapiens), P51787 | CHO-K1 KCNQ1, thallium flux FluxOR fluorescence; stronger effect = higher value | B-score at 10 µM | 310,000 tested, 0.35% active | AID 2648, 2010;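 active means fluorescence ratio B-score, a plate-corrected score, at least three library SD, with initial intensity B-score within 5 SD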
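assay system = KCNQ1-transfected CHO-K1 cells | medium = assay buffer with matched DMSO | probe or stimulus = depolarizing K+/Tl+ stimulus, K2SO4 and Tl2SO4 each 12.5 mM in 5x stock | dosing = single dose | incubation = dye 90 min, compound 20 min, room temperature | detection = kinetic FluxOR fluorescence, 10 s baseline plus 110 s post-stimulus | evaluation = ratio B score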
RGS4 act = RGS4 potentiators or activators, primary screen, cell-based, HEK293 M3R inducible RGS4, calcium flux. B-score at 10 µM. AID 463111, 2010. carbachol calcium flux Fluo4; stronger effect = lower value. 310,000 tested, 0.92% active;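 active means B-score of the integrated calcium signal more than 4 SD below the library mean, with starting fluorescence not abnormally high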;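 further: negative B-score means reduced calcium response which marks RGS4 activation or potentiation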
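test system = HEK293 cells with stable M3R and inducible RGS4 | schedule = recording 10 s baseline at 1 Hz, 100 s post-agonist | technique = Fluo4-AM (2 µM) calcium-flux fluorescence, kinetic read | measure = Agonist-evoked peak-minus-minimum fluorescence over baseline, integrated ratio, B score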
GSK3A inh = blockers of GSK3A enzyme activity – biochemical, luminescence, cell-free homogeneous, HTS, primary screen. Glycogen synthase kinase-3 alpha (Homo sapiens), P49840. 320,000 tested, 0.1% active. inhibition, % at 10 µM. GSK-3 alpha kinase, ADP-Glo luminescence, 60 min;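 in the data active means inhibition above about 50%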;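 further: GST-tagged GSK-3 alpha with peptide substrate and 25 µM ATP; 0% = DMSO neutral wells and 100% = GW8510 positive control wells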
Target sequence (P49840 whole entry, looked up): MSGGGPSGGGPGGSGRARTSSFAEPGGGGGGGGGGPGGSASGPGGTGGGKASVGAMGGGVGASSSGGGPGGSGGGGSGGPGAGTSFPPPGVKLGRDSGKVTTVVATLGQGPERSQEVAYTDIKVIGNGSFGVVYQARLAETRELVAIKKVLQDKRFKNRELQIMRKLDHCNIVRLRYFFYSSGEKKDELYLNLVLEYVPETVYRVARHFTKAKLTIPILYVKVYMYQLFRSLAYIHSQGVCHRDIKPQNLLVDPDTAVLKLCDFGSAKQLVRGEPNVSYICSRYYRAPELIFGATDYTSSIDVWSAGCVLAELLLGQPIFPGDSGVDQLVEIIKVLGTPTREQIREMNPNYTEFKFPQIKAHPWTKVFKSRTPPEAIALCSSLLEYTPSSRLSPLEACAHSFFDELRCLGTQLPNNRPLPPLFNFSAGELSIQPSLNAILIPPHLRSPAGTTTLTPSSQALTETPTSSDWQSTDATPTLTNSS
KCNQ1 block = inhibitors of human KCNQ1 channel, primary screen, cell-based, thallium flux, high-throughput; CHO-K1 KCNQ1, FluxOR thallium flux fluorescence; stronger effect = higher value; B-score at 10 µM; 310,000 tested, 1.3% active;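 active means compounds whose thallium flux B-score, printed positive for inhibition, exceeds three library SD while starting fluorescence stays within three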;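 further: channel opened by potassium depolarization with thallium stimulus after 20 min compound exposure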
GSK3B inh = human GSK3beta kinase inhibitors, primary screen, biochemical, cell-free homogeneous, HTS | GST-GSK3beta kinase, ADP-Glo luminescence, 60 min; stronger effect = lower value | activity score (negative = inhibition), % at 10 µM | 300,000 tested, 0.038% active | AID 2097, 2009;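 active means more than half of replicate wells score below -50%, meaning over 50% inhibition versus plate controls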;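 further: 0% = median DMSO wells and -100% = median GW8510 positive control wells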
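Test system: GST-tagged human GSK3beta kinase, cell-free; evaluation: activity score scaled between in-plate DMSO and GW8510 controls; measured by: ADP-Glo luminescence; incubation: 60 min reaction, RT; benchmarks: DMSO and 20 µM GW8510; reagent: peptide substrate plus 25 µM ATP (final); medium: Tris/MgCl2 kinase buffer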
KCNK3 block = human KCNK3 channel inhibitors, primary screen, CHO cells, FluxOR thallium flux, B-score. AID 602410, 2012. Potassium channel subfamily K member 3 (Homo sapiens), O14649. FluxOR fluorescence; stronger effect = lower value. B-score at 10 µM. 340,000 tested, 0.84% active;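 active means B-score under library mean minus 4 SD, starting fluorescence ratio at most library mean plus 5 SD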;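 further: more negative B-score means stronger inhibition of thallium flux through KCNK3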
PolyA inh = polyadenylation inhibitors in yeast reporter cells, primary screen, luminescence, S. cerevisiae; calls only at 12 µM; AID 1875, 2009; 300,000 tested, 0.02% active; S. cerevisiae SKY197-pL101 polyadenylation reporter, beta-gal luminescence; efflux-impaired pdr1/pdr3 knockout yeast; score 100 = 6 SD above DMSO;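 active means lowest replicate activity score at least 50, where 100 means six control SD above control mean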;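 further: yeast exposed to compound for 9 h at 30 °C; higher score means more reporter readthrough which indicates perturbed polyadenylation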
RGS4 block = RGS4 inhibitors, primary screen, cell-based, HEK293 M3R inducible RGS4, calcium flux; Regulator of G-protein signaling 4 (Homo sapiens), P49798; Fluo-4 calcium flux; stronger effect = higher value; triggered by carbachol at its EC20; B-score at 10 µM; 310,000 tested, 0.45% active; AID 463165, 2010;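 active means B-score, a plate-corrected calcium signal, over three deviations above library mean, with baseline fluorescence within five deviations of library mean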;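 further: RGS4 expression induced by doxycycline in cells with stable M3 receptor; B-score is computed from the integrated fluorescence ratio over baseline after carbachol; higher B-score means a larger calcium signal and so more RGS4 inhibition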
Target sequence (P49798 whole entry, looked up): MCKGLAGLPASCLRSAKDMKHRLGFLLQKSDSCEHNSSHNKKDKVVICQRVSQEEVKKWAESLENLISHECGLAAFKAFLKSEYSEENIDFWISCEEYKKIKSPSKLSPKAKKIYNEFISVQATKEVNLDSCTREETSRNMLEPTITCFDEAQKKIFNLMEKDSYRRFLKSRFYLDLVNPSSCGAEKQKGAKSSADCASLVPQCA
hERG protect = hERG rescue from dofetilide block, primary screen, cell-based, CHO-hERG, FluxOR thallium flux, dofetilide IC70. activation (rescue from dofetilide block), less the hit threshold, % at 10 µM. Voltage-gated inwardly rectifying potassium channel KCNH2 (Homo sapiens), Q12809. 310,000 tested, 0.51% active. AID 1511, 2009. dofetilide IC70 present;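 active means activation above the mean of controls blocked by dofetilide plus 5 SD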;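 further: thallium influx through hERG after potassium depolarization seen as dye fluorescence rise; in these data hits start at about 4.7%; inactives centre near -7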
DYRK1A inh = rat Dyrk1A kinase inhibitors, primary screen, biochemical, single point, plate reader; ADP-Glo luminescence, NFATc1 peptide; AID 504441, 2011; Dual specificity tyrosine-phosphorylation-regulated kinase 1A (Rattus norvegicus), Q63470; 310,000 tested, 0.43% active; inhibition, % at 12.5 µM; in the data active means inhibition above about 50%;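 further: plate controls were vehicle with enzyme for no effect and no enzyme for full effect; many of its hits are not listed in these tables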
KCNK9 inh = KCNK9 potassium channel inhibitors, primary screen, HEK293 cells, thallium flux | 310,000 tested, 1.2% active | B-score at 10 µM | FluxOR thallium flux fluorescence; stronger effect = lower value;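 active means ratio B-score over 3 SD below the library mean, with starting fluorescence within 5 SD of its mean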;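 further: negative B-score means less thallium flux so channel inhibition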
Target sequence (Q9NPC2 whole entry, looked up): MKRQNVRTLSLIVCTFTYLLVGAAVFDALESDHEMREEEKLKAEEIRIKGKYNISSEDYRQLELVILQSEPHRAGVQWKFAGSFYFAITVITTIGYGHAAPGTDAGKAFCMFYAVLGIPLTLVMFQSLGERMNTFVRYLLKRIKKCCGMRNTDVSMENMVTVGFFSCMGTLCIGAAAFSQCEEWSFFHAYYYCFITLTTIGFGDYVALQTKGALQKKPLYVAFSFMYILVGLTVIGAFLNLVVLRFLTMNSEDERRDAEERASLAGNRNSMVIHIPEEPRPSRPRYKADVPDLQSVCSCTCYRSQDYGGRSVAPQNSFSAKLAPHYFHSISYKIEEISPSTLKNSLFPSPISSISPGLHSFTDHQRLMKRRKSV
The depositor's hits bear a star; i = inactive; . = not tested or not shown. Some of the compounds tested (hit frequency here may not be typical).

#	Structure	KCNQ1 act	RGS4 act	GSK3A inh	KCNQ1 block	GSK3B inh	KCNK3 block	PolyA inh	RGS4 block	hERG protect	DYRK1A inh	KCNK9 inh
1	COC(=O)c1ccc[n+](CCc2c[nH]c3ccccc23)c1	i	i	-3	i	-2	i	i	i	-5	-1	i
2	O=C(NC(=S)Nc1ccc(Br)cn1)c1cccs1	13*	i	1	i	-1	i	i	i	4	-4	i
3	CCc1ccc2c(c1)cc(CN(C(=S)Nc1ccccc1)C1CC1)c1nnnn12	i	i	0	i	2	i	i	i	-9	22	i
4	O=C(OCC(=O)N1CCC(Cc2ccccc2)CC1)c1ccccc1	i	i	.	i	1	i	i	i	-5	.	i
5	Clc1cccc(/C=N/N2CCN(Cc3ccccc3)CC2)c1	i	i	-1	i	-1	i	i	i	-13	-2	i
6	Cc1noc(C)c1C(=O)NCCc1ccccc1	i	i	3	i	4	i	i	i	-4	2	i
7	Cc1ccc(S(=O)(=O)CC2CSc3nc(N)cc(=O)n32)cc1 (stereo not given)	i	i	.	i	1	i	i	i	-16	-17	i
8	COC(=O)Cc1ccc(NC(=S)NNC(=O)c2ccccc2Br)cc1	i	i	1	i	1	i	i	i	-1	-1	i
9	Cc1ccc(S(=O)(=O)N2CC(C)N(C(=O)N3CCOCC3)C2)cc1 (stereo not given)	i	i	-1	i	-20	i	i	i	-1	-2	i
10	O=C(NC1CCCCC1)C12CC3CC(CC(Cl)(C3)C1)C2	i	i	2	i	-3	i	i	i	-10	-7	i
11	Cc1cccc(C)c1OCC(=O)Nn1c(=O)[nH]c2ccccc2c1=O	i	i	15	i	2	i	i	i	-7	-4	i
12	O=C(COc1coc(CN2CCc3ccccc32)cc1=O)NCCc1ccccc1	i	i	1	i	0	i	i	i	-12	4	i
13	O=C(Nc1ccc(F)cc1)C1=CC(=O)N2CCN=C2S1	i	i	0	i	1	.	i	i	-13	.	i
14	CN1CCN(c2ccc(S(=O)(=O)N3CCCCC3)cc2NC(=O)c2cccc([N+](=O)[O-])c2)CC1	i	i	1	i	0	i	i	i	-18	-2	i
15	CC(=O)c1cccc(OCc2cc(C(=O)N3C[C@@H](C)O[C@@H](C)C3)no2)c1	i	i	-3	i	3	i	i	i	-4	-5	i
16	COc1ccc(-c2oc3ncnc(NCCN4CCOCC4)c3c2-c2ccc(OC)cc2)cc1	i	-9.8*	0	i	0	i	i	i	-11	-2	i
17	COc1cccc(CC(NC(C)=O)C(=O)NC2CCN(C(=O)Nc3ccc(C)cc3)CC2)c1 (stereo not given)	i	i	.	i	4	i	i	i	-9	0	i
18	O=C(CCc1ccccc1)Nc1nnc(-c2ccc3c(c2)OCCO3)o1	i	i	-6	i	1	i	i	i	-4	.	i
19	CCCCCC(=O)N1CCCC1	i	i	-2	i	-2	i	i	i	-6	-2	i
20	COc1cccc(OC)c1NC(=O)C1CCCN1C(=O)NCc1ccccc1 (stereo not given)	i	i	-7	i	1	i	i	i	-4	-2	i
21	CC(C)(C)C(=O)Nc1ccnn1C1CCN(C(=O)c2cccc(Cl)c2)CC1	i	i	0	i	1	i	i	i	-11	0	i
22	Cc1ccc(S(=O)(=O)N2CCOCC2)cc1NC(=O)CSc1ccc(Cl)cc1	i	i	0	i	-5	i	i	i	-24	-4	i
23	O=C(/C=C/c1ccc(F)cc1)N1CCCc2ccccc21	i	i	-1	i	-5	i	i	i	-25	-4	i
24	Nn1c(SCC(=O)Nc2ccc3c(c2)OCO3)nncc1=O	i	i	-3	i	3	i	i	i	-1	-1	i
25	CCN1CCN(C(=O)CN(c2ccc(F)c(Cl)c2)S(C)(=O)=O)CC1	i	i	-6	i	4	i	i	i	-8	5	i

Other compounds follow.
#	Structure	KCNQ1 act	RGS4 act	GSK3A inh	KCNQ1 block	GSK3B inh	KCNK3 block	PolyA inh	RGS4 block	hERG protect	DYRK1A inh	KCNK9 inh
26	CCCCn1c(N)c(N(CC(C)C)C(=O)COC(=O)Cc2cccc(OC)c2)c(=O)[nH]c1=O	i	i	0	i	6	i	i	i	-15	-4	i
27	COc1ccccc1N1CCN(S(=O)(=O)CCNC(=O)c2cc(OC)c(OC)c(OC)c2)CC1	i	i	1	i	-2	i	i	i	-5	-4	i
28	CC(=O)Nc1ccc2nc(NC(=O)c3ccc([N+](=O)[O-])o3)sc2c1	i	i	-3	i	0	i	i	i	3	0	i
29	O=C(C[C@H]1C(=O)N(c2ccc(F)c(F)c2)C[C@@H]1Cc1ccccc1)Nc1ccccc1	i	i	-4	i	0	i	i	i	-7	2	-12*
30	Cc1ccc(-c2nnn(CC(=O)N(c3cccc(F)c3)C(C(=O)NC(C)(C)C)c3ccco3)n2)o1 (stereo not given)	i	i	-2	i	2	i	i	i	-6	-5	i
31	C=CCNS(=O)(=O)CC12CCC(CC1=O)C2(C)C (stereo not given)	i	i	2	i	0	i	i	i	-12	-3	i
32	Cc1ccc(-c2nc(NC(=O)c3ccc(S(=O)(=O)N(CCC#N)CCC#N)cc3)sc2-c2ccccc2)cc1	i	i	.	i	-3	i	i	i	-5	-1	i
33	CC1CCC(=C(C#N)C(=O)Nc2cccc(Cl)c2)CC1 (stereo not given)	i	i	-1	15*	-4	i	i	i	-7	8	i
34	Cc1cccc(NC(=O)CSCC(=O)Nc2cc(S(=O)(=O)N3CCOCC3)ccc2OC(C)C)c1	i	i	-1	i	-2	i	i	i	-14	.	i
35	CCCn1c(C2CCCN2c2nc(-c3cccc(Br)c3)cs2)nc2cc(Cl)c(Cl)cc21 (stereo not given)	i	i	0	i	2	i	i	i	-8	-30	i
36	CN1CCN(c2ccc(Cl)cc2NC(=O)C2COc3ccccc3O2)CC1 (stereo not given)	i	i	2	i	2	i	i	i	-15	1	i
37	COc1nccnc1NS(=O)(=O)c1ccc(NC(=S)NC(=O)c2ccc(F)cc2)cc1	i	i	0	i	0	i	i	i	-5	34	i
38	CCOC(=O)Cn1cnc2c(cnn2-c2ccc(OC)cc2)c1=O	i	i	-2	i	4	i	i	i	-7	3	i
39	O=C(Nc1c[nH]c(=O)[nH]c1=O)c1ccccc1Br	i	i	1	i	1	i	i	i	-9	3	i
40	CNC1=CC(=O)CC(c2ccccc2)C1 (stereo not given)	i	i	-1	i	3	i	i	i	-12	-4	i
41	Cc1ccc(NCc2nnc(SCC(=O)N3CCCc4ccccc43)o2)c(C)c1	i	i	2	i	-6	i	i	i	-14	-1	i
42	CCOC(=O)C1C(=O)NC(N2CCCCC2)=NC1c1ccccc1 (stereo not given)	i	i	0	i	-1	i	i	i	-9	-1	i
43	O=C(NCC(=O)N1CCCC1)c1ccc(Cl)cc1	i	i	-5	i	1	i	i	i	-7	10	i
44	C=CCn1c(SCC(=O)Nc2ccc(N3CCOCC3)cc2)nnc1-c1ccncc1	i	i	-2	i	.	i	i	i	-6	1	i
45	O=c1[nH]c2cc3c(cc2cc1CN(CC1CCCO1)S(=O)(=O)c1ccccc1)OCCO3 (stereo not given)	i	i	1	i	0	i	i	i	-5	-3	i
46	Cc1c(NC(=O)CN2C(=O)C(=O)c3ccccc32)c(=O)n(-c2ccccc2)n1C	i	i	0	i	-1	i	i	i	-6	-5	i
47	Cc1ccsc1C1Nc2ccc3ncccc3c2C2=C1C(=O)CCC2 (stereo not given)	i	i	.	i	1	i	.	i	-8	4	i
48	Cc1ccc(S(=O)(=O)NNC(=O)c2cccnc2)cc1	i	i	2	i	0	i	i	i	-8	2	i
49	O=C(CSc1ccc(-c2ccccn2)nn1)N1CCCc2ccccc21	i	i	3	i	1	i	i	i	-7	2	i
50	O=C(COC(=O)CSc1ccc(F)cc1)NCCCc1ccccc1	i	i	0	i	3	i	i	i	-14	-12	i

Further compounds
#	Structure	KCNQ1 act	RGS4 act	GSK3A inh	KCNQ1 block	GSK3B inh	KCNK3 block	PolyA inh	RGS4 block	hERG protect	DYRK1A inh	KCNK9 inh
51	O=C1NC(=O)N(Cc2ccccc2F)C1=O	i	i	-4	i	1	i	i	i	0	-5	i
52	COc1ccccc1Oc1ccc(-c2cnc3ccccc3n2)cc1[N+](=O)[O-]	i	i	-1	i	-1	i	i	i	-18	1	i
53	COc1ccc(Cl)cc1NC(=O)c1noc(C)c1[N+](=O)[O-]	i	i	0	i	5	i	i	i	-8	-3	i
54	CC1CC(C(F)(F)F)n2ncnc2N1 (stereo not given)	i	i	1	i	0	i	i	i	0	-3	i
55	C(=N\Nc1nc(-c2ccccc2)cs1)/c1cccnc1	i	i	-3	i	2	i	i	i	-14	1	i
56	O=C(OCc1nc2ccccc2[n+]([O-])c1C(=O)c1ccccc1)c1ccco1	i	i	-1	i	0	i	i	i	-10	.	i
57	CCCOC(=O)Nc1cc(OC)ccc1[N+](=O)[O-]	i	i	-1	i	-2	i	i	i	-9	-1	i
58	Cc1ccc(NC(=O)C2CCN(S(=O)(=O)c3c(C)n[nH]c3C)CC2)nc1	i	i	-2	i	-24	i	i	i	-6	1	i
59	CCOc1ccc(NC(=O)c2ccccc2OC)cc1	i	i	-1	i	-5	i	i	i	-9	-1	i
60	O=C(CSc1ccccn1)N1CCOCC1	i	i	0	i	3	i	i	i	-5	-6	i
61	CN(Cc1ccc(F)cc1)C(=O)c1ccc2c(c1)NC(=O)CS2	i	i	-1	i	-1	i	i	i	-21	1	i
62	Clc1ccc(-n2nnc(-c3ncc[nH]3)n2)cc1Cl	i	i	-4	i	2	i	i	i	-4	-1	i
63	CC(C)(C)NC(=O)NC(=O)CSc1nncs1	i	i	1	i	-27	i	i	i	-12	13	i

Screening data from PubChem BioAssay.
